NadD block = blocks S. aureus nicotinate mononucleotide adenylyltransferase | actives 0.78% (n = 360,000) | AID 602399 | inhibition, % at 20 µM | purified NadD enzyme, colorimetric absorbance read-out; in the data active = inhibition above about 26%; also: some compounds past the cut are filed as inactive
CSN inh = CSN deneddylation inhibition | actives 0.38% (n = 360,000) | inhibition, % at 12.5 µM | Purified CSN, SCF-Nedd8-OG deneddylation, fluorescence polarization | Q92905;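 active = pattern-corrected inhibition above about 35%, with an unprinted fluorescence ratio check between 0.5 and 1.5, limit read from the data, passing the limit was not always enough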;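 also: 0% = enzyme with substrate and 100% = substrate without enzyme; some results filed as inactive read as strong as hits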
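Assay system: Purified human Csn5 enzyme expressed in HEK293T cells | Amount: Enzyme 0.24 nM | Measured by: Fluorescence polarization readout | Medium: Tris/NaCl/DTT buffer, pH 7.5 | Compound dosing: One concentration, 12.5 µM, 0.25% DMSO | Times: 90 min incubation of compound, enzyme and substrate at room temperature | Control set: no-enzyme wells high, enzyme-with-substrate wells low | Read-out: % inhibition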
TbMetRS inhib = Trypanosoma brucei MetRS inhibition; AID 624268; actives 0.4% (n = 360,000); purified T. brucei MetRS, ATP depletion, Kinase-Glo luminescence; inhibition, % at 11.9 µM;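 active = inhibition above a per-plate cutoff of the control wells' mean inhibition plus 3 SD, cut at about 5.5% in these data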;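 also: 0% = DMSO wells median and 100% = median of wells with control inhibitor compound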
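Measured by: Kinase-Glo luciferase luminescence reporting remaining unconsumed ATP. Material: purified T. brucei MetRS enzyme. Doses: 11.9 µM compound single dose, 0.9% DMSO. Medium: HEPES buffer containing pyrophosphatase, BSA, spermine, DTT. Times: 15 min preincubation, 2 h reaction, all 25 °C. Reagent: methionine, ATP and bulk E. coli tRNA.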
LMPTP inh = LMPTP (human) inhibition | P24666 | recombinant LMPTP-A, OMFP fluorogenic substrate, fluorescence intensity | inhibition, % at 20 µM | actives 0.22% (n = 360,000);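 active = compounds that cut the enzyme signal by at least half of the control window in the single-dose screen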;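 also: plate controls were DMSO wells with enzyme plus substrate for no effect and substrate without enzyme for full effect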
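Buffer or medium: Bis-Tris pH 6.0, DTT, detergent; Assay system: LMPTP-A enzyme; Quantity: 0.625 nM enzyme; Detection: endpoint fluorescence intensity; Times: 50 min dark incubation at room temperature; Controls: substrate-only low control, DMSO enzyme-plus-substrate high control; Doses: single 20 µM dose; Read-out: percent inhibition versus substrate-only and uninhibited controls; Reagent: 400 µM OMFP.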
Scp-1 inhibitor = inhibitors of human Scp-1 phosphatase; Recombinant Scp1, phosphopeptide, malachite green phosphate absorbance; AID 493091; actives 0.88% (n = 340,000); inhibition, % at 20 µM;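 active = inhibition above about 50% at 20 µM, limit read from the data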;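 also: plate controls were DMSO wells with enzyme for no effect and wells lacking enzyme for full effect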
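Material: truncated SCP-1 phosphatase (76-261aa) / Buffer or medium: 50 mM Tris acetate pH 5.5, 0.005% Tween-20, 10 mM MgCl2 / Compound dosing: one concentration, 20 µM, with 1.0% DMSO / Incubation: 45 min room-temperature reaction, 5 min colour, 30 min stabiliser / Detection: colorimetric free-phosphate detection, absorbance 630 nm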
DNMT1 block = inhibitors of human DNMT1; inhibition (reported as % activation of signal), % at 10 µM; actives 0.83% (n = 360,000); DNMT1 molecular beacon, Hinp1I cleavage, fluorescence; in the data active = inhibition above about 50%
STEP block = inhibitors of human striatal-enriched phosphatase STEP | recombinant STEP, OMFP fluorogenic substrate, fluorescence | inhibition, % at 20 µM | actives 0.25% (n = 360,000) | P54829;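 active = inhibition at 20 µM, scaled per plate between control wells, above about 37%, limit read from the data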;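 also: 0% = DMSO with enzyme and substrate and 100% = substrate only without enzyme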
Target sequence (P54829 whole entry, looked up): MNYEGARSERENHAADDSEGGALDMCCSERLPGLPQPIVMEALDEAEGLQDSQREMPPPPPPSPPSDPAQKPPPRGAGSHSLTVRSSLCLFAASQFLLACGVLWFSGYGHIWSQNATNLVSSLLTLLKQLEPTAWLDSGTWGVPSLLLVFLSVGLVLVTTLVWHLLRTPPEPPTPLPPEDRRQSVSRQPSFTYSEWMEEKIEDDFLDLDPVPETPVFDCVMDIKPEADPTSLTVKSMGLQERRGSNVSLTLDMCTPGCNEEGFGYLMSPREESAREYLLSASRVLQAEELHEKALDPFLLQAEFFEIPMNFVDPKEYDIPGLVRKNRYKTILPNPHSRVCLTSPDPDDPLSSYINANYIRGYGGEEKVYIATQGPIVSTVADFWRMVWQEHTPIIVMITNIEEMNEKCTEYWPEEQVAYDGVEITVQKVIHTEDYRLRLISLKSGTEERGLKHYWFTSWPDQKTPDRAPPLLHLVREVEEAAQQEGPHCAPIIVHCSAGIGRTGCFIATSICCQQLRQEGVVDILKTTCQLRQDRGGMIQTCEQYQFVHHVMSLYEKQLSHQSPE
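medium = Bis-Tris buffer pH 6.0, 2.5 mM DTT, 0.005% Tween 20 | test system = STEP (striatal-enriched tyrosine phosphatase) enzyme, cell-free | measure = normalized % inhibition | compound dosing = 20 µM, 1% DMSO | also added = 25 µM OMFP | schedule = reaction 20 min, ambient temperature | measured by = fluorescence read at 480 nm ex / 540 nm em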
MsrA inh = bovine MsrA inhibition. purified bovine MsrA, absorbance read-out. inhibition, % at 15.5 µM. actives 0.75% (n = 360,000); in the data active = inhibition above about 4.5%;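 also: 0% = vehicle wells with enzyme and 100% = reference inhibitor wells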
Rpn11 inh = blocks the human proteasome subunit Rpn11 | human 26S proteasome, Ub4-pepOG fluorescence polarization; 20S core pre-blocked with epoxomicin | calls only at 20 µM | actives 0.59% (n = 360,000);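 active = inhibition at 20 µM, scaled to each plate's controls, above about 33%, limit read from the data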
Target sequence (O00487 whole entry, looked up): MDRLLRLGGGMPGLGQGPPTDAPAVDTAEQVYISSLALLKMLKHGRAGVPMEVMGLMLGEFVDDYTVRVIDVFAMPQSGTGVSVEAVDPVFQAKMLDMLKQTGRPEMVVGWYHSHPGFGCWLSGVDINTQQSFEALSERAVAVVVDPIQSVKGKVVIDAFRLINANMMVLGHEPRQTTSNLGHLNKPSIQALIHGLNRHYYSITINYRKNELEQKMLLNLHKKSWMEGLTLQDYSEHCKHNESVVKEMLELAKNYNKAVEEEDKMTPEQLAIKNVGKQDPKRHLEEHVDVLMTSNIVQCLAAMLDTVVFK
SUMO1 PPI mod = modulators of human SUMO1-mediated protein-protein interactions | SUMO1 binding to a labelled peptide, TR-FRET, 1 h | actives 0.33% (n = 360,000) | inhibition, % at 20 µM | P63165; in the data active = inhibition above about 37%
Target sequence (P63165 whole entry, looked up): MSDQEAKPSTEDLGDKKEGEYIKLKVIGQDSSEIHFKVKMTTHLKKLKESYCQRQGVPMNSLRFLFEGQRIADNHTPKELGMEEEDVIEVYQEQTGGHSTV
Active calls of the source: *; i = inactive; . = not tested or not shown. Compounds as they come; about 3.9% have a hit in one of these screens.

SMILES	NadD block	CSN inh	TbMetRS inhib	LMPTP inh	Scp-1 inhibitor	DNMT1 block	STEP block	MsrA inh	Rpn11 inh	SUMO1 PPI mod
COc1ccccc1NC(=O)c1sc2ncn(Cc3cccc(C)c3)c(=O)c2c1C	0	-3	-0.8	0.5	-2	6	2	-0.2	i	-34
NS(=O)(=O)c1cccc(NC(=S)NC(=O)C23CC4CC(CC(C4)C2)C3)c1	0	31	-1.8	-0.3	-10	-6	-1	0.3	i	0
CCc1noc(C)c1C(=O)Nc1cc(S(=O)(=O)N2CCCCC2)ccc1N(C)C	0	-5	-0.6	0.2	2	1	3	-0.1	i	5
COCCn1c(SCC(=O)Nc2nc3ccccc3s2)nnc1-c1ccoc1C	0	-3	-0.3	-1.6	-11	3	-18	0.9	i	5
O=C(c1cc(-c2cccs2)on1)N1CCN(c2ccc(F)cc2)CC1	-6	3	-0.1	1.5	-6	-6	-2	-1.0	i	-5
CC(C)(C)[C@H](N)C(=O)N[C@H]1CCC2C3CC=C4C[C@@H](O)CC[C@]4(C)C3CC[C@@]21C (some centres undefined)	-4	49*	-0.5	-1.5	0	-31	1	-0.2	i	41*
OC(CNC1CCCc2ccccc21)COc1ccc2ccccc2c1 (centres undefined)	-4	3	-1.1	0.8	-1	-1	-2	0.6	i	-4
O=C(Cc1ccccc1)c1c[nH]c(C(=O)NCc2ccncc2)c1	-3	-2	-0.7	-0.2	2	-2	0	0.5	i	-4
COc1ccc(-c2nnc(SCc3ccccc3F)o2)cc1OC	-8	6	0.1	2.9	-18	1	4	0.8	i	3
O=[N+]([O-])c1cccc(S(=O)(=O)N2CCCCC2c2cccnc2)c1 (centres undefined)	0	0	0.6	-0.4	1	0	2	0.0	i	-30
Cc1ccc(OCCCC(=O)Nc2ccc(S(=O)(=O)Nc3cc(C)on3)cc2)cc1	-2	2	-0.2	-0.2	-16	-2	-5	-0.2	i	7
C/C(=N/NC(=O)c1ccc(Br)o1)c1ccc(C)o1	0	1	-0.3	-1.0	-8	-4	1	3.0	i	21
COc1cc(/C=N/NC(=O)c2ccc(O)cc2)ccc1Oc1ccc([N+](=O)[O-])cn1	6	1	-0.3	0.2	-7	-4	0	4.3	i	-17
CC(C)NS(=O)(=O)c1ccc(OCC(=O)NCC2CCCO2)c(Cl)c1 (centres undefined)	0	1	-1.1	-1.3	0	-1	-1	.	i	-1
CCOc1ccc(NS(=O)(=O)c2ccc3c(c2)N(C(C)=O)CC3)cc1	0	-7	-1.1	0.9	4	1	-2	0.1	i	0
N=c1c(-c2nc3ccccc3[nH]2)cc(C(=O)c2cccs2)nn1-c1ccccc1	18	-2	-0.7	24	8	11	4	.	i	-4
CS(=O)(=O)c1ccc2nc(NC(=O)c3ccccc3Br)sc2c1	-8	-1	-0.8	-2.3	-5	0	-1	0.9	i	4
O=C(NC1CCOc2ccccc21)c1ccc(Cl)nc1 (centres undefined)	1	6	0.2	-0.3	-6	2	-1	0.5	i	-2
CCOc1ccc(S(=O)(=O)NCCC(=O)N(C)CC(=O)Nc2ccc(N3CCOCC3)cc2)cc1	1	-1	-0.3	-0.3	1	-3	0	0.6	i	-3
COc1ccc(N2C(=O)C3ON(C4SC(=S)N(C)C4(C)C)C(c4ccc(Cl)cc4)C3C2=O)cc1 (centres undefined)	5	0	0.1	1.1	-13	30	1	-1.4	i	1
COc1ccc(CNC(=O)CSc2nnc(C3CC3)n2C2CC2)cc1	1	-2	-0.2	47	-4	-13	-2	-0.5	i	2
COc1cc(/C=C/C(=O)Nc2ccc(C(C)=O)cc2)cc(OC)c1OC	1	-12	-0.2	-1.5	5	-3	-2	3.9	i	-8
CCOC(=O)c1c(-c2ccccc2)csc1NC(=S)N(CC)CC	0	6	-0.6	0.2	-5	3	3	0.4	i	-2
COc1cccc(Nc2nc(=O)[nH]nc2C)c1	6	5	-0.4	-1.1	-7	-3	1	-1.3	i	-2
COc1ccc(N2CCC(CNC(=O)Nc3ccc(OC)cc3OC)C2)cc1 (centres undefined)	5	6	-0.7	6.7	-14	-12	-6	0.6	i	-12

Other compounds follow:
SMILES	NadD block	CSN inh	TbMetRS inhib	LMPTP inh	Scp-1 inhibitor	DNMT1 block	STEP block	MsrA inh	Rpn11 inh	SUMO1 PPI mod
O=C(O)CCC(=O)N1N=C(c2ccco2)CC1c1cccs1 (centres undefined)	1	1	0.6	0.5	3	15	1	0.8	i	-1
Cc1ccc(S(=O)(=O)N2CCCCC2)cc1NC(=O)Cn1ncc(Cl)c(Cl)c1=O	16	5	-0.4	1.8	22	24	1	1.8	i	-7
COc1ccc2c(c1)nc(-c1cccc(Br)c1)c(=O)n2C(c1ccccn1)c1nc2ccccc2[nH]1 (centres undefined)	46*	5	-0.9	1.7	.	-20	-2	1.9	i	16
CN(C)CCCN(C(=O)c1ccco1)c1nc2c(F)cccc2s1	4	-1	-0.5	-1.0	-16	10	-2	-0.6	i	-2
Cc1ccc(-n2nc3c(c2NC(=O)c2ccc(F)c(F)c2)CS(=O)(=O)C3)cc1	4	-1	-0.2	-0.5	-4	2	2	-1.2	i	-2
COc1ccc(CNC(=O)CN2CCN(S(=O)(=O)c3ccccc3)CC2)cc1	4	-4	-0.3	-1.0	-8	4	-1	0.0	i	4
COCCn1c(-c2cc(OC)c(OC)c(OC)c2)nc2oc3ccccc3c(=O)c2c1=O	1	-2	0.3	-0.4	3	-2	0	0.9	i	3
COc1ccc(C)cc1NC(=O)COC(C)=O	-1	4	-1.0	2.0	0	0	-2	0.7	i	0
NC1=NC(c2ccc(Cl)cc2)N(c2ccc(S(N)(=O)=O)cc2)C(N)=N1 (centres undefined)	-2	-4	-0.4	-1.8	-2	0	1	0.1	i	2
CCC(O)(C#CCN1CCCCC1)CC	-3	-5	-1.3	-2.2	3	3	-3	0.6	i	3
COc1ccc(N(CC(=O)N/N=C/c2ccco2)S(=O)(=O)c2ccccc2)cc1Cl	5	-1	2.4	2.0	-7	-3	0	0.7	i	-6
CC(=O)Oc1ccccc1C(=O)Oc1ccccc1C(=O)O	-1	-1	-1.2	-1.0	-14	1	-2	0.0	i	-2
COC(=O)c1ccc(N2CCN(C)CC2)c(NC(=O)COc2cccc(C)c2)c1	-8	5	0.1	-0.7	-5	-3	1	0.0	i	7
CCOC(=O)C1CCCN(C(=O)c2ccccc2[N+](=O)[O-])C1 (centres undefined)	-2	0	-0.4	-1.3	-3	6	0	0.4	i	-6
CC(C)NC(=O)c1cc(C2CCCCN2C(=O)OCCF)on1 (centres undefined)	1	-3	-0.1	-0.3	.	0	-3	0.2	i	5
COc1ccc(C)cc1NC(=O)CCS(=O)(=O)c1cc2c(cc1Cl)NC(=O)CO2	0	-2	0.5	1.1	-4	-2	1	0.1	i	2
CCN1CCN(S(=O)(=O)c2ccc(S(=O)(=O)NC3CC3)cc2)CC1	-4	-2	-0.1	-2.5	-7	4	-1	-0.2	i	-1
Cc1ccn(S(=O)(=O)c2ccc3oc(=O)ccc3c2)n1	1	0	-0.1	-2.1	-7	0	1	-0.4	i	-4
CCN1Cc2c(cc(OC)c(OC)c2OC)-c2ccccc2S1(=O)=O	1	5	-0.8	-1.7	-4	2	-2	-0.2	i	-1
COc1ccc(C(=O)Nc2ccccc2C(=O)Nc2ccccn2)cc1	0	6	-1.1	0.0	-5	0	-1	1.0	i	9
C/C(CCS(=O)(=O)c1ccccc1)=N/O	-1	5	0.8	-0.7	-1	3	0	2.2	i	-5
CC(NC(=O)c1cccc(Br)c1)c1ccccc1 (centres undefined)	-1	-15	0.2	0.0	-9	-1	-1	0.9	i	-1
COc1ccc(S(=O)(=O)N2CCC(C(=O)N3CCCCC3)CC2)cc1Cl	-1	0	0.2	-1.3	-5	-1	2	-0.8	i	2
CCC(C)NS(=O)(=O)c1ccc(OCC(=O)Nc2ccc3c(c2)OCO3)cc1 (centres undefined)	0	0	-0.2	-1.1	-5	-2	0	0.6	i	1
O=S(Cc1ccc(Cl)cc1)c1ncc(CO)n1Cc1ccccc1 (centres undefined)	8	-3	-0.2	0.4	6	0	-4	-0.2	i	-2

Part of the list above, with values under each structure:
Each structure is followed by: NadD block, CSN inh, TbMetRS inhib, LMPTP inh, Scp-1 inhibitor, DNMT1 block, STEP block, MsrA inh, Rpn11 inh, SUMO1 PPI mod
Cc1ccn(S(=O)(=O)c2ccc3oc(=O)ccc3c2)n1
 : 1, 0, -0.1, -2.1, -7, 0, 1, -0.4, i, -4
CCN1Cc2c(cc(OC)c(OC)c2OC)-c2ccccc2S1(=O)=O
 : 1, 5, -0.8, -1.7, -4, 2, -2, -0.2, i, -1
COc1ccc(C(=O)Nc2ccccc2C(=O)Nc2ccccn2)cc1
 : 0, 6, -1.1, 0.0, -5, 0, -1, 1.0, i, 9
C/C(CCS(=O)(=O)c1ccccc1)=N/O
 : -1, 5, 0.8, -0.7, -1, 3, 0, 2.2, i, -5
CC(NC(=O)c1cccc(Br)c1)c1ccccc1 (centres undefined)
 : -1, -15, 0.2, 0.0, -9, -1, -1, 0.9, i, -1

Following part:
SMILES	NadD block	CSN inh	TbMetRS inhib	LMPTP inh	Scp-1 inhibitor	DNMT1 block	STEP block	MsrA inh	Rpn11 inh	SUMO1 PPI mod
CCC(C(=O)N1CCC(N2CCCCC2)CC1)n1nc(C)c2sc3ccccc3c2c1=O (centres undefined)	0	1	-0.6	0.0	-5	2	-2	-0.1	i	1
CCCCN1C(=O)C(CC(=O)NCCN2CCOCC2)CC(C(=O)N(C(C)C)C(C)C)=C1C (centres undefined)	-2	-3	0.1	-1.9	.	9	6	-0.8	i	2
COc1ccc(S(=O)(=O)N2CCCCCC2)cc1C(=O)NCc1cccs1	4	-4	-0.1	-0.1	-5	1	1	-0.2	i	-2
O=C(CCN1C(=O)C2C3C=CC(C4CC34)C2C1=O)OCC(=O)c1ccccc1 (centres undefined)	0	1	-0.3	-0.4	-9	-1	-2	0.2	i	10
CC1=NCC(C)c2c1[nH]c1ccccc21 (centres undefined)	-7	6	-0.5	0.6	-9	-1	0	3.0	i	-5
Cc1ccc(S(=O)(=O)c2c(N)n(/N=C/c3ccco3)c3nc4ccccc4nc23)cc1C	54*	21	-0.4	1.3	17	-7	4	-1.1	.	5

Assay outcomes as filed in PubChem BioAssay.
